Screening data (PubChem BioAssay)
RXFP1 antagonist – antagonists of human relaxin receptor RXFP1; Q9HBX9; HEK293-RXFP1, relaxin-stimulated cAMP HTRF, 30 min; stronger effect = lower value; activity change, negative = inhibition, % at 57.5 µM; 350,000 tested, 0.59% active;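 active = activity change of -60% or lower, but not beyond a set lower limit; inconclusive = change between -60% and -40%, or beyond the set limit; inactive = change above -40%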; also: % is scaled to controls: 0 for no effect and ±100 for the full control effect
Target sequence (Q9HBX9 whole entry, looked up): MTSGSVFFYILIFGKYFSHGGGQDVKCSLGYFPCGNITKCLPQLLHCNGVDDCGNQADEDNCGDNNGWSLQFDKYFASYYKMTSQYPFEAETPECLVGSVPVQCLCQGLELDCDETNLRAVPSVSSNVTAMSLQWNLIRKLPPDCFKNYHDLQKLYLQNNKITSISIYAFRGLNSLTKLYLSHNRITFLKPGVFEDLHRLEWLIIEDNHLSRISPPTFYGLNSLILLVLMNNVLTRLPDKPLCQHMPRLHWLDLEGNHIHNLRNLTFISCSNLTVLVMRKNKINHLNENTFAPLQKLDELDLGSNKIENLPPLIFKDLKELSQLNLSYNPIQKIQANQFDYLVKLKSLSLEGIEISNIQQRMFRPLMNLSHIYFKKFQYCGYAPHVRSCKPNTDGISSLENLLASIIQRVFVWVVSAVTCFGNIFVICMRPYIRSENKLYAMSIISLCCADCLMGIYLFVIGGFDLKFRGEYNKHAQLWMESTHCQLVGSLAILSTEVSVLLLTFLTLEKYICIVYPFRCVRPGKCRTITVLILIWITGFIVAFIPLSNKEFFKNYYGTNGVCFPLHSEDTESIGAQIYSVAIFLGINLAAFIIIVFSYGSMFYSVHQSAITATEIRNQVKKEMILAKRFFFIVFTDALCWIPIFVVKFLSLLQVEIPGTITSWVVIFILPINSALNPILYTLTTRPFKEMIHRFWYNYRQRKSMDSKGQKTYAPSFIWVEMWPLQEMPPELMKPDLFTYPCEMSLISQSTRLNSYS
Tb PGK inh – T. brucei PGK inhibition. P07378. PGK/GAPDH coupled, Kinase-Glo luminescence, 60 min. 380,000 tested, 0.043% active. Potency, µM (highest dose often 57.5 µM), without a hit: at the top dose activity change, negative = inhibition, usual class: inhibitors; also: potency is read from the fitted curve at half-maximal effect; % is scaled to controls: 0 for no effect and ±100 for the full control effect; nearly all actives have a fitted effect of over 60% in size
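Luminescent ATP detection (Kinase-Glo Plus) follows a 60-minute room-temperature incubation, with wells lacking PGK as controls. Buffer: 100 mM TEA (pH 7.6), 5 mM MgCl2, 0.01% Tween-20. Coupling enzyme GAPDH (100 nM final) supplies unstable 1,3-BPG in-well.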
Pol eta inh – DNA polymerase eta (human) inhibition. Q9Y253. recombinant Pol eta, fluorescent DNA replication assay. Potency, µM (doses to about 114 µM), for inactives: at the top dose activity change, negative = inhibition, actives largely listed as inhibitors. 390,000 tested, 1.2% active. AID 588591; also: potency is read from the fitted curve at half-maximal effect; % is scaled to controls: 0 for no effect and ±100 for the full control effect
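Pol eta (10 nM) was preincubated with compounds for 15 min at room temperature, after which fluorescent replication substrate (50 nM final) was added to start the reaction. Fluorescence was read kinetically at 0 and 10 min.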
Pol iota inh – inhibitors of human DNA polymerase iota | Q9UNA4 | Pol iota fluorescent replication assay, 10 min | Potency, µM (highest dose often 115 µM), for the others: top-dose activity, negative = inhibition, hits mostly inhibitors | 390,000 tested, 1% active | AID 588590; also: potency is read from the fitted curve at half-maximal effect
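Pol iota at 10 nM preincubated 15 min with compounds at room temperature; reaction started with fluorescent substrate, 50 nM final. Fluorescence read kinetically at 0 and 10 min; buffer-only wells as negative control.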
POLK inh – DNA polymerase kappa (human) inhibition | 400,000 tested, 0.53% active | Potency, µM (top dose mostly 107 µM), for inactives: at the highest dose activity, negative = inhibition, usual class: inhibitors | purified Pol kappa, fluorescent DNA synthesis assay, 10 min | Q9UBT6; also: potency is read from the fitted curve at half-maximal effect; % is scaled to controls: 0 for no effect and ±100 for the full control effect
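Kinetic fluorescence screen: compound preincubated 15 min RT with 10 nM enzyme; 50 nM substrate (final) initiates; reads at 0/10 min.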
Pol beta inh – DNA polymerase beta (human) inhibition. Pol beta primer extension/strand displacement, fluorescence kinetic. Potency, µM (top dose mostly 114 µM), inactives show at the highest dose activity change, negative = inhibition, most hits filed as inhibitors. 340,000 tested, 1.3% active; also: potency is read from the fitted curve at half-maximal effect; % is scaled to controls: 0 for no effect and ±100 for the full control effect
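Kinetic readout of DNA synthesis with strand displacement by Pol beta. Compound and 10 nM enzyme sit 15 min at room temperature; 50 nM substrate starts the reaction, read immediately and at 10 min.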
APE1 inh – blocks human APE1 abasic DNA cleavage; P27695; 350,000 tested, 0.35% active; recombinant APE1, TAMRA/BHQ-2 abasic DNA cleavage fluorescence; Potency, µM (highest dose often 65.8 µM), for the others: at the top dose activity change, negative = inhibition, usual class: inhibitors;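 also: potency is read from the fitted curve at half-maximal effect; plate controls were vehicle for no effect and reference inhibitor for full effect; nearly all actives have a fitted effect of over 55% in size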
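Compound pre-exposure to 0.75 nM APE1, 15 min at ambient temperature. Reaction initiated with 50 nM TAMRA/BHQ-2 THF substrate, read immediately in kinetic mode, 525 nm excitation, 598 nm emission.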
BLM helicase inh – inhibitors of human Bloom syndrome helicase BLM | recombinant BLM DNA unwinding, fluorescence dequenching | AID 2528 | P54132 | Potency, µM (top dose mostly 56.1 µM), for the others: at the highest dose activity change, negative = inhibition, most hits filed as inhibitors | 350,000 tested, 0.2% active;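 also: potency is read from the fitted curve at half-maximal effect; plate controls were vehicle for no effect and no enzyme for full effect; nearly all actives have a fitted effect of over 35% in size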
Anesthetic bind – candidate novel general anesthetic via apoferritin binding; Potency, µM (doses to about 77.5 µM), for the others: at the highest dose activity change, negative = displacement, hits mostly inhibitors; P02791; apoferritin/1-aminoanthracene competitive binding, fluorescence; AID 485281; 350,000 tested, 0.074% active; also: potency is read from the fitted curve at half-maximal effect; % is scaled to controls: 0 for no effect and ±100 for the full control effect; nearly all actives have a fitted effect of over 20% in size
Target sequence (P02791 2-175 limits assumed): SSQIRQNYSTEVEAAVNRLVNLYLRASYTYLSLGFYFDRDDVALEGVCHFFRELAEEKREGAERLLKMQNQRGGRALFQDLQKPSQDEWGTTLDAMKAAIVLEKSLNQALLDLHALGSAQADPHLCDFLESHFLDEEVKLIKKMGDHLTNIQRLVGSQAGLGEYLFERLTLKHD
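Read-out: endpoint 1-AMA fluorescence, excitation 380 nm and emission 535 nm, after compounds sit 10 min at room temperature with 10 uM horse-spleen apoferritin in 50% saturated 1-AMA/PBS. Values come from four-parameter Hill fits.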
Starred values were filed as active, the others as inactive; i = inactive; ? = inconclusive; / = no result given; & = joins results of further samples; [ ] = another dose, or the depositor's remark. Unless noted, calls follow the shape of the dose curve; as a rule, active = well fitted curve in the direction sought with a large enough effect; inconclusive = small, poorly fitted or top-dose-only effect, or another doubt; inactive = no such curve, though single readings can be large; an effect the other way counts as inactive or inconclusive. Only part of the results is shown (hit frequency here may not be typical).

SMILES	RXFP1 antagonist	Tb PGK inh	Pol eta inh	Pol iota inh	POLK inh	Pol beta inh	APE1 inh	BLM helicase inh	Anesthetic bind
C#CCOCCOCCOCCNc1nc(N2CCN(C(=O)Cn3cc(CCCCN)nn3)CC2)nc(N2CCN(C(=O)[C@H](C(C)C)n3cc(CCO)nn3)CC2)n1	/	8%	-20%	22%	-1%	3%	?	6%	-6%
Cc1cc(Br)ccc1NC(=O)C1CCCO1 (stereo not given)	20	/	-9%	11%	-3%	-22%	15%	4%	-1%
COc1ccc(C(=O)NC(=S)NC(C)(C)C)cc1Br	-21	0%	-18%	-10%	-1%	2%	?	-11%	?
Cc1cccc(N2CCN(S(=O)(=O)c3nnc(NC(=O)c4ccc(Cl)cc4)s3)CC2)c1	-12	-7%	2%	21%	-2%	4%	/	2%	-10%
Cc1ccccc1/C=N/Nc1ccc(Cl)nn1	1	-3%	-5%	-3%	-1%	-5%	-5%	-21%	0%
COc1ccc(NC(=O)COc2ccc3c(c2)CCC3)cc1S(N)(=O)=O	-10	i	-25%	29%	-12%	/	28%	/	/
COC(=O)CN(c1ccc(Cl)cc1C)S(C)(=O)=O	5	i	-1%	25%	-18%	9%	3%	-5%	-4%
CC(C)n1cc(C(N)=S)c(=O)n(Cc2ccccc2)c1=O	11	-9%	-6%	29%	8%	24%	7%	-4%	-4%
CC1=NN(/C(=N\c2nnc(C)s2)Nc2ccccc2)[C@H](c2ccc(C)cc2)S1	-10	0%	-18%	2%	-5%	15%	4%	-2%	-18%
CN=CC1=C(O)C(C(=O)OC)C(C)(C)CC1=O (stereo not given)	-6	-5%	-19%	102%[activator]	-2%	9%	18%	-3%	-3%
CC1CCCC/C1=N\Nc1ccc(S(N)(=O)=O)cc1[N+](=O)[O-] (stereo not given)	-3	2%	-10%	27%	-12%	2%	3%	-5%	?
CCN(C(=O)c1c(-c2ccccc2)noc1C)c1ccccc1	15	-7%	-14%	17%	1%	-21%	0%	-2%	4%
CN(Cc1ccc(F)cc1)C(=O)C(Cc1ccccc1)NC(=O)c1ccccc1 (stereo not given)	-2	-1%	-19%	31%[activator]	1%	/	-12%	/	/
Cc1ccccc1C(=O)Oc1cccc2c(O)cccc12	7	-9%	-16%	121%[activator]	-4%	4%	14%	-16%	?
Cc1ccc(NC(=O)c2cc(-c3ccc4c(c3)OCO4)on2)cc1	2&-6	-6%	-10%&-9%	45%&9%[activator]	1%&-14%	-1%&2%	-8%	-1%&-8%	4%&-1%
CC(NC(=O)c1ccc(Cl)c(Cl)c1)c1ccc(-c2ccccc2)cc1 (stereo not given)	8	1%	?	-3%	-16%	9%	2%	-4%	-13%
CCOc1ccc(CCNC(=O)CS(=O)Cc2nc(-c3ccccc3Cl)oc2C)cc1OCC (stereo not given)	-14	-6%	-18%	36%[activator]	-3%	88%	21%	1%	-13%
CCN1C(=O)S/C(=C/c2ccc(Oc3ccc([N+](=O)[O-])cn3)c(OC)c2)C1=O	0	-8%	-19%	-7%	16%	8%	11%	2%	-1%
O=C(c1cc(-c2ccccc2O)on1)N1CCc2ccccc2C1	-22	-6%	-20%	-17%	-18%	12%	-2%	-2%	?
COc1ccc(S(=O)(=O)N(CCCN2CCOCC2)Cc2cccc3ccccc23)cc1	-3	-4%	?	-1%	-20%	-13%	20%	0%	-8%
CCCOC(=O)c1cc(NC(=O)/C=C/c2ccccc2)ccc1O	/	/	/	/	/	3%	2%	7%	-24%
Cc1ccc(NS(=O)(=O)c2cccc(C(=O)NCC(c3ccc(F)cc3)N3CCOCC3)c2)cc1 (stereo not given)	-16	-7%	-18%	-11%	-8%	/	18%	/	/
C=CCn1cccc(C(=O)Nc2ccc(Cl)cc2)c1=O	0	6%	-16%	12%	1%	30%	-9%	-3%	0%
CCN1C(=O)[C@H]2[C@@H](c3ccc(-c4ccc(F)cc4)cc3)N[C@@](CC(C)C)(C(=O)OC)[C@H]2C1=O	/	0%	-16%	2%	8%	/	-12%	/	/
Cc1cc(F)ccc1NC(=O)CN1C(=O)CCc2cc(S(=O)(=O)N3CCOCC3)ccc21	/	-12%	-14%	1%	-6%[60.1 µM]	3%	/	-2%	6%
Cc1cc2nc(-c3ccccn3)c(-c3ccccn3)nc2cc1C	/	/	/	/	/	15%	-1%	1%	-8%
Cc1ccc(S(=O)(=O)NNC(=O)Nc2ccc(Cl)cc2)cc1	-6	i	-7%	1%	-6%	4%	1%	-11%	5%
COc1ccc(C)cc1-n1nnnc1SCC1CCCO1 (stereo not given)	-8	3%	-25%	7%	-13%	-2%	22%	2%	-7%
COc1cc(OC)cc(C(=O)NC(C(=O)Nc2ccc3c(c2)CCC3)C(C)C)c1 (stereo not given)	-1	-10%	-17%	20%	-1%	/	13%	/	/
Cc1ccc(NC(=O)CSc2n[nH]c(N)n2)cc1S(=O)(=O)N1CCOCC1	-2	i	-7%	25%	4%	0%	-3%	-2%	6%
O=C(NCCc1ccc(Cl)cc1Cl)c1cc([N+](=O)[O-])c[nH]c1=O	-7	3%	2%	1%	-25%	-1%	-14%	-1%	0%
CCc1ccccc1N1CCN(S(=O)(=O)c2ccc(F)c(C)c2)CC1	7	i	0%	-4%	-6%	-8%	-1%	1%	1%
COc1ccc(C(=O)Nc2ccccc2C(=O)N/N=C/c2ccncc2)cc1OC	-7	-24%	-1%	88%[activator]	7%	-22%	-2%	-1%	-6%
CC1CCN(C(=O)COC(=O)C23CC4CC(CC(O)(C4)C2)C3)CC1	4	-5%	1%	-17%	6%	/	24%	/	/
CCN1C(=O)S/C(=C/c2ccc(Sc3nc4ccccc4[nH]3)o2)C1=O	-13	i	-16%	12%	-1%	15%	20%	-14%	-17%
CNc1c(N)c(=O)oc2ccccc12	-19	i	-16%	-20%	2%	-1%	2%	-6%	-12%
COCCN(C(=O)c1ccccc1OC)c1nnc(C)s1	-3	-1%	-13%	14%	6%	-2%	1%	-2%	-10%
O=C(CN(c1ccc(F)cc1)S(=O)(=O)c1ccc2c(c1)OCCO2)N1CCOCC1	/	-2%	-17%	46%[activator]	6%	18%	-3%	-2%	7%
CN(C(=O)c1nn(C)c2c1COc1ccccc1-2)c1cccc(C(F)(F)F)c1	19	-11%	-15%	15%	-2%	11%	/	-6%	1%
O=C(COC(=O)Cc1c[nH]c2ccccc12)Nc1ccccc1	-1	-7%	-20%	-13%	-15%	11%	-1%	2%	-2%
COc1ccc(NCc2nnc(SCc3ccc(Cl)cc3)n2-c2ccccc2)cc1	8	-3%	-7%	-7%	-9%	6%	0%	-1%	4%
Cc1ccc(C(=O)NCC(=O)N2CCc3ccccc3C2)cc1C	0	-6%	-8%	39%[activator]	-15%	2%	-6%	-3%	3%
COc1ccc(CN2C(=O)c3oc4ccccc4c(=O)c3C2c2ccc(O)cc2)cc1 (stereo not given)	-5	i	2%	1%	-5%	25%	/	-1%	-3%
O=C(CSc1nc2c(c(=O)[nH]1)CCC2)Nc1cccc(Cl)c1	-7	-2%	-12%	9%	-15%	20%	-6%	0%	-12%
Cc1ccc(S(=O)(=O)N(C)C)cc1NC(=O)C(C)NC(C)c1cccs1 (stereo not given)	3	6%	-1%	12%	-6%	12%	-7%	3%	-1%
COc1cc(C(=O)NCCc2ccc(S(N)(=O)=O)cc2)ccc1OCc1c(C)noc1C	0	-9%	?	-16%	7%	/	12%	/	/
Fc1ccc(/C=N/NC(=S)Nc2ccc(Cl)cc2)cc1F	/	7%	-11%	5%	1%	-1%	-2%	0%	-4%
Cc1nc(-c2ccc(NC(=O)c3cccs3)cc2)cs1	-10	?	-15%	7%	2%	0%	1%	-1%	73%[activator]
Cn1cccc1CC(=O)N/N=C/c1ccc([N+](=O)[O-])cc1	0	1%	-9%	-19%[58.9 µM]	-16%	18%	2%	-4%	2%
CCCNC(=O)c1ccc2c(=O)n3c(-c4ccc(C)cc4)csc3nc2c1	/	-6%	4%	?	-14%	-5%	0%	0%	3%
COc1cccc(NC(=O)CN(C)C(=O)c2cc(S(=O)(=O)N3CCCCC3)ccc2Cl)c1	-4	-5%	-23%	17%	-12%	/	12%	/	/
CC1(C)CC(=O)C(C2C3=C(CC(C)(C)CC3=O)Oc3ccccc32)C(=O)C1 (stereo not given)	6	i	-17%	-7%	10%	31%	6%	0%	-3%
Nc1cc(OC(=O)c2c(F)cccc2Cl)nn1S(=O)(=O)c1ccccc1	3	8%	5%	35%[activator]	-14%	-13%	-10%	-5%	3%
CCOC(=O)C1=C(C(=O)OCC)C(C(=O)OCC)N(S(=O)(=O)C(F)(F)F)c2ccccc21 (stereo not given)	/	/	/	/	-17%[60.1 µM]	/	8%	3%[75.6 µM]	-4%
CC(=O)n1c2c(c3ccccc31)OC(N)=C(C#N)C2c1ccc(C(C)C)cc1 (stereo not given)	-9	i	5%	6%	-1%[60.1 µM]	8%	-1%	-7%	?
Cc1cc(/C(=N/O)C(C)(C)NO)ccc1Cl	-14	i	-13%	9%	6%	-2%	-1%	-7%	4%
O=C(Cn1cnc([N+](=O)[O-])n1)N/N=C/c1ccc2ccccc2c1	-4	i	-10%	61%[activator]	3%	-3%	4%	-3%	-6%

In a second layout: results already given
Cc1cc(/C(=N/O)C(C)(C)NO)ccc1Cl
  RXFP1 antagonist: -14 | Tb PGK inh: i | Pol eta inh: -13% | Pol iota inh: 9% | POLK inh: 6% | Pol beta inh: -2% | APE1 inh: -1% | BLM helicase inh: -7% | Anesthetic bind: 4%
CCOC(=O)C1=C(C(=O)OCC)C(C(=O)OCC)N(S(=O)(=O)C(F)(F)F)c2ccccc21 (stereo not given)
  RXFP1 antagonist: / | Tb PGK inh: / | Pol eta inh: / | Pol iota inh: / | POLK inh: -17%[60.1 µM] | Pol beta inh: / | APE1 inh: 8% | BLM helicase inh: 3%[75.6 µM] | Anesthetic bind: -4%
